Mtb UGM inh: blocks M. tuberculosis UGM enzyme. actives 0.06% (n = 320,000). inhibition, % at 10 µM. P9WIQ1. purified UGM, fluorescence polarization probe displacement. AID 504406; in the data active means inhibition above about 10%, passing the limit was not always enough; inconclusive means no clear call, values can overlap the other calls
Target sequence (P9WIQ1 whole entry, looked up): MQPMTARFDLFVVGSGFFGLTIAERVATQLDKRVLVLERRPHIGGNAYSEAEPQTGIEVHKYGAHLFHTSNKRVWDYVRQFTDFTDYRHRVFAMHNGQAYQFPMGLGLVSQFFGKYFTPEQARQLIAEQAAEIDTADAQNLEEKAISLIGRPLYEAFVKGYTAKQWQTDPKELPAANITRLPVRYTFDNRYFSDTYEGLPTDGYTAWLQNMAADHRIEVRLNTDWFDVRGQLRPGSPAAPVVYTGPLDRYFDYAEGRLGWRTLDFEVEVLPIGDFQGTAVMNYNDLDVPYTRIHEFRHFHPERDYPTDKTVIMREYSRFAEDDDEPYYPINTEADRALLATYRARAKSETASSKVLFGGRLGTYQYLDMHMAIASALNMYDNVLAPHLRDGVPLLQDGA
CCHFV vOTU inh: blocks the CCHF virus ovarian tumor domain protease; CCHFV vOTU protease, Pep-AMC fluorescence; inhibition, % at 11.5 µM; actives 0.55% (n = 370,000); AID 651958; further: 0% = vehicle wells with enzyme and 100% = no enzyme wells
FadD28 FP inh: blocks FadD28 binding to the bisubstrate probe. fluorescence polarization. actives 0.22% (n = 360,000). inhibition, % at 12.5 µM; in the data active means inhibition above about 8.5%, passing the limit was not always enough; inconclusive means no clear call, values can overlap the other calls
BoNT F protease: inhibitors of Botulinum neurotoxin F light chain protease. inhibition, % at 10 µM. actives 0.22% (n = 360,000). Multiplex microsphere protease cleavage assay, flow cytometry; in the data active means inhibition above about 35%, passing the limit was not always enough; inconclusive means no clear call, values can overlap the other calls; further: plate controls were buffer without enzyme for full effect and enzyme alone for no effect
Mtb BioA inh: inhibitors of Mycobacterium tuberculosis BioA enzyme | actives 0.096% (n = 360,000) | inhibition, % at 9.99 µM | purified M. tuberculosis BioA enzyme, plate reader; in the data active means inhibition above about 40%; inconclusive means no clear call, values can overlap the other calls
PrPC TRFRET: cell surface PrPC inhibition, primary TR-FRET screen; TR-FRET read-out; inhibition, % at 13.8 µM; actives 0.43% (n = 370,000); in the data active means inhibition above about 24%; further: 0% = median of the test wells and 100% = reference compound wells
BoNT-A LC inh2: inhibitors of Botulinum neurotoxin A light chain protease; multiplex microsphere protease substrate cleavage, flow cytometry; inhibition, % at 10 µM; actives 0.17% (n = 360,000); in the data active means inhibition above about 30%; inconclusive means no clear call, values can overlap the other calls; further: plate controls were buffer without enzyme for full effect and enzyme alone for no effect
GDH-TPI inh: GDH-TPI coupled enzyme inhibition counter-screen; GDH-TPI coupled enzyme counterscreen, NADH absorbance; inhibition, % at 4.8 µM; actives 1.2% (n = 360,000); AID 588335;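 further: 0% = DMSO wells and 100% = wells lacking the enzyme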
Mtb FBA inh: Mtb fructose-bisphosphate aldolase inhibition. inhibition, % at 1 µM. purified M. tuberculosis FBA, fluorescence read-out. actives 2.3% (n = 360,000). P9WQA3; in the data active means inhibition above about 27%;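 further: 0% = vehicle and 100% = reference inhibitor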
Target sequence (P9WQA3 whole entry, looked up): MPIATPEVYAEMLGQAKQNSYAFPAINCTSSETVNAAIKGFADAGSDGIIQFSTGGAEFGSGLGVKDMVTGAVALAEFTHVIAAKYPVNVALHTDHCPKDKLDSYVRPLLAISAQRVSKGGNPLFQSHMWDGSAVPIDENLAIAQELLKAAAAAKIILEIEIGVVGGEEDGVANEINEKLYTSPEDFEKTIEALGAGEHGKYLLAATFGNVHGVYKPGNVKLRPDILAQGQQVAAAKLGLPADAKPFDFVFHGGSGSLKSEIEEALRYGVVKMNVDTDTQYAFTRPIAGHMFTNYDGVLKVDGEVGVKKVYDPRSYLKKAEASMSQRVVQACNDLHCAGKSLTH
An asterisk follows results filed as active; & = joins results of further samples. Unless noted, no stated cut-off is given here; in the data, active means inhibition above about 30%; inactive means the rest. No enrichment for hits; any-hit rate near 4.8%.

`CNc1ncc(C(=O)c2ccc(Cl)c(Cl)c2)s1` gave Mtb UGM inh -0.4, CCHFV vOTU inh 9, FadD28 FP inh -2.3, BoNT F protease 6, Mtb BioA inh 0.0, PrPC TRFRET 6, BoNT-A LC inh2 0.0, GDH-TPI inh 34* and Mtb FBA inh -1.
For Cc1nn(-c2ccc(F)cc2)c(C)c1NS(=O)(=O)c1ccc2ccccc2c1 the results were Mtb UGM inh 1.2, CCHFV vOTU inh -8, FadD28 FP inh -1.0, BoNT F protease -4, Mtb BioA inh 4.5, PrPC TRFRET 7, BoNT-A LC inh2 -0.4, GDH-TPI inh -1 and Mtb FBA inh 0.
For Cc1cc(/C=N/NC(=O)C(O)(c2ccccc2)c2ccccc2)c(C)n1-c1cccc(C(=O)O)c1 the results were Mtb UGM inh -0.3, CCHFV vOTU inh 4, FadD28 FP inh 5.3, BoNT F protease 0, Mtb BioA inh 1.8, PrPC TRFRET 2, BoNT-A LC inh2 -0.8, GDH-TPI inh 3 and Mtb FBA inh 7.
CSCCC(NC(=O)C1CCC(C)CC1)C(=O)NCc1ccco1 (configuration not stated) was read as Mtb UGM inh -1.7, CCHFV vOTU inh -3, FadD28 FP inh -1.3, BoNT F protease 3, Mtb BioA inh -0.7, PrPC TRFRET 3, BoNT-A LC inh2 3.4, GDH-TPI inh 3 and Mtb FBA inh 0.
For O=C(CN1C(=O)C2CCCCC2C1=O)Nc1nc(-c2ccc(F)cc2)cs1 (configuration not stated) the results were Mtb UGM inh 1.0, CCHFV vOTU inh 6, FadD28 FP inh 0.3, BoNT F protease 4, Mtb BioA inh -5.6, PrPC TRFRET 10, BoNT-A LC inh2 0.2, GDH-TPI inh -1 and Mtb FBA inh 5.
`COc1cc(C(=O)OCC(=O)c2cc(C)n(C)c2C)cc(OC)c1OC` gave Mtb UGM inh 1.6, CCHFV vOTU inh -2, FadD28 FP inh -3.8, BoNT F protease -31, PrPC TRFRET 13, BoNT-A LC inh2 -2.1, GDH-TPI inh -9 and Mtb FBA inh -7.
`C#CCOC(=O)C1=CCCN(C)C1` gave Mtb UGM inh -3.7, CCHFV vOTU inh 2, FadD28 FP inh -0.3, BoNT F protease -6, Mtb BioA inh -5.5, PrPC TRFRET -8, BoNT-A LC inh2 -0.4, GDH-TPI inh 12 and Mtb FBA inh 3.
`CC(OC(=O)c1ccncc1)C(=O)NC1CCCC1` (configuration not stated) gave Mtb UGM inh 3.1, CCHFV vOTU inh -8, FadD28 FP inh -3.5, BoNT F protease 5, PrPC TRFRET -7, BoNT-A LC inh2 0.6, GDH-TPI inh -8 and Mtb FBA inh -1.
For CCc1nc2ccc(C(=O)N(C)Cc3ccccc3)cn2c1N(C)CCCc1ccccc1 the results were CCHFV vOTU inh 24, FadD28 FP inh 1.8, BoNT F protease -17, Mtb BioA inh -0.1, PrPC TRFRET 10, BoNT-A LC inh2 -0.9, GDH-TPI inh 7 and Mtb FBA inh 1.
`CCOC(=O)/C=C1/SCC(=O)N1CC(=O)NC12CC3CC(CC(C3)C1)C2` gave CCHFV vOTU inh 2, FadD28 FP inh 0.7, BoNT F protease 5, Mtb BioA inh 3.9, PrPC TRFRET 11, BoNT-A LC inh2 0.8, GDH-TPI inh 2 and Mtb FBA inh 1.
NC(=O)C1(N2CCCCC2)CCN(CC(=O)Nc2ccccc2-c2ccccc2)CC1 was read as Mtb UGM inh 1.9, CCHFV vOTU inh 4, FadD28 FP inh -1.8, BoNT F protease -11, Mtb BioA inh 0.5, PrPC TRFRET -1, BoNT-A LC inh2 inconclusive, GDH-TPI inh 8 and Mtb FBA inh 2.
For Clc1ccc(-c2nc(-c3ccncc3)no2)c(Cl)c1 the results were Mtb UGM inh -0.3, CCHFV vOTU inh -2, FadD28 FP inh -0.8, BoNT F protease 32, Mtb BioA inh -2.4, PrPC TRFRET 1, BoNT-A LC inh2 -4.9, GDH-TPI inh 3 and Mtb FBA inh 1.
Screening CCCOc1ccc(Cn2cnc3ccccc32)cc1 returned Mtb UGM inh 0.0, CCHFV vOTU inh 2, FadD28 FP inh 0.1, BoNT F protease -2, Mtb BioA inh 0.5, PrPC TRFRET 8, BoNT-A LC inh2 0.7, GDH-TPI inh 0 and Mtb FBA inh -1.
For COCCN(CCOC)c1ncnc2c1cnn2-c1ccccc1 the results were Mtb UGM inh 0.5, CCHFV vOTU inh 11, FadD28 FP inh -5.0, BoNT F protease 2, Mtb BioA inh 0.6, PrPC TRFRET 10, BoNT-A LC inh2 -0.5, GDH-TPI inh -9 and Mtb FBA inh -2.
`C[C@H]1CN([C@@H](C)CO)C(=O)CCCn2cc(nn2)CO[C@@H]1CN(C)C(=O)OCc1ccccc1` gave CCHFV vOTU inh 4, FadD28 FP inh -1.5, BoNT F protease 12, Mtb BioA inh -1.0&-0.6, PrPC TRFRET -7, BoNT-A LC inh2 -0.9 and Mtb FBA inh 3.
`COc1cc(C)ccc1OCc1cc(C(=O)NCc2ccncc2)no1` gave Mtb UGM inh 0.4, CCHFV vOTU inh -8, FadD28 FP inh -0.1, BoNT F protease 5, Mtb BioA inh -1.5, PrPC TRFRET 0, BoNT-A LC inh2 6.0, GDH-TPI inh 2 and Mtb FBA inh 1.
Screening Cc1cccc(N2CC(C)Cn3c2nc2c3c(=O)n(CC(=O)OCc3ccccc3)c(=O)n2C)c1 (configuration not stated) returned Mtb UGM inh -4.2, CCHFV vOTU inh -1, FadD28 FP inh -1.9, BoNT F protease -8, Mtb BioA inh -2.5, PrPC TRFRET 3, BoNT-A LC inh2 0.3, GDH-TPI inh -8 and Mtb FBA inh -2.
For CCOC(=O)c1cc(-c2ccco2)nc2c1c(C)nn2-c1cccc(Cl)c1 the results were Mtb UGM inh -1.1, CCHFV vOTU inh -9, FadD28 FP inh -5.1, BoNT F protease 1, Mtb BioA inh -1.3, PrPC TRFRET -3, BoNT-A LC inh2 2.6, GDH-TPI inh 0 and Mtb FBA inh 3.
CCN(CC)C(=O)C1=C(C)N(Cc2ccc(OC)cc2)C(=O)C(CC(=O)NCCc2ccccn2)C1 (configuration not stated) was read as CCHFV vOTU inh -2, FadD28 FP inh 0.8, BoNT F protease 1, Mtb BioA inh -0.5, PrPC TRFRET -2, BoNT-A LC inh2 -0.2, GDH-TPI inh -17 and Mtb FBA inh 1.
`Cc1ccccc1-c1nc(S(=O)(=O)c2ccc(Cl)cc2)c(NCCN2CCOCC2)o1` gave Mtb UGM inh 1.0, CCHFV vOTU inh -6, FadD28 FP inh -3.1, BoNT F protease -21, PrPC TRFRET -2, BoNT-A LC inh2 -1.8, GDH-TPI inh -3 and Mtb FBA inh -2.
For COc1ccc(Cl)cc1NS(=O)(=O)c1cccc(C(=O)NCC2CCCO2)c1 (configuration not stated) the results were Mtb UGM inh -0.9, CCHFV vOTU inh -1, FadD28 FP inh -7.4, BoNT F protease 7, Mtb BioA inh 0.3, PrPC TRFRET 0, BoNT-A LC inh2 -0.7, GDH-TPI inh 8 and Mtb FBA inh -1.
`Cc1cccc(N=c2oc3cc(O)ccc3cc2C(N)=O)c1` gave Mtb UGM inh 1.2, CCHFV vOTU inh -226, FadD28 FP inh 0.5, BoNT F protease -16, Mtb BioA inh 8.1, PrPC TRFRET -15, BoNT-A LC inh2 1.1, GDH-TPI inh 8 and Mtb FBA inh active.
Screening CC(C(=O)NCCS(=O)(=O)c1ccc(Br)cc1)S(=O)(=O)c1ccc(Cl)cc1 (configuration not stated) returned Mtb UGM inh 1.1, CCHFV vOTU inh 0, FadD28 FP inh 1.1, BoNT F protease 0, Mtb BioA inh 0.0, PrPC TRFRET 4, BoNT-A LC inh2 0.0, GDH-TPI inh 10 and Mtb FBA inh -1.
For COc1ccc2ccn(C)c2c1 the results were Mtb UGM inh 1.4, CCHFV vOTU inh 2, FadD28 FP inh -3.7, BoNT F protease -9, Mtb BioA inh 2.7, PrPC TRFRET -1, BoNT-A LC inh2 -0.1, GDH-TPI inh -3 and Mtb FBA inh 0.
CCCCC1Cc2[nH]c(=S)[nH]c(=O)c2C(c2ccc3ccccc3c2)O1 (configuration not stated) was read as CCHFV vOTU inh 3, BoNT F protease 1, PrPC TRFRET 8 and BoNT-A LC inh2 0.2.
COc1ccc(-n2ncc3c2CC(C)(C)CC3NC(=O)c2ccc(OC)o2)cc1 (configuration not stated) was read as Mtb UGM inh -1.7, CCHFV vOTU inh -4, FadD28 FP inh -1.2, BoNT F protease 2, Mtb BioA inh 5.9, PrPC TRFRET 7, BoNT-A LC inh2 2.1, GDH-TPI inh -4 and Mtb FBA inh 2.
`O=C1c2cccnc2Oc2ccc(Cl)cc2N1Cc1ccc(F)cc1` gave Mtb UGM inh -1.0, CCHFV vOTU inh 9, FadD28 FP inh -12, BoNT F protease 2, Mtb BioA inh -0.8, PrPC TRFRET -4, BoNT-A LC inh2 0.1, GDH-TPI inh -1 and Mtb FBA inh 1.
CN1CCCN(C(=O)C2CCC(C(=O)N3CCCN(C)CC3)CC2)CC1 (configuration not stated) was read as CCHFV vOTU inh -3, FadD28 FP inh -4.1, BoNT F protease 2, PrPC TRFRET 0, BoNT-A LC inh2 -0.2, GDH-TPI inh -8 and Mtb FBA inh -2.
`NS(=O)(=O)c1ccc(NC(=O)CCC2CCCCC2)cc1` gave Mtb UGM inh 1.2, CCHFV vOTU inh -6, FadD28 FP inh -6.2, BoNT F protease -7, PrPC TRFRET 2, BoNT-A LC inh2 0.5, GDH-TPI inh -3 and Mtb FBA inh -1.
COc1cc(OC)cc(-c2nnc(SCC(=O)N3CCOCC3)o2)c1 was read as Mtb UGM inh 0.4, CCHFV vOTU inh 4, FadD28 FP inh -0.3, BoNT F protease -6, Mtb BioA inh -1.1, PrPC TRFRET 6, BoNT-A LC inh2 -0.3, GDH-TPI inh 0 and Mtb FBA inh 3.
`O=c1[nH]c2cc3c(cc2cc1C(c1nnnn1Cc1ccccc1)N1CCN2CCCC2C1)OCCO3` (configuration not stated) gave CCHFV vOTU inh -25, FadD28 FP inh -4.6, BoNT F protease 1, Mtb BioA inh -1.6, PrPC TRFRET -1, BoNT-A LC inh2 6.8, GDH-TPI inh 23 and Mtb FBA inh 35*.
CC(C)(C)[C@@H]1C=C(C(N)=O)O[C@H](OCc2ccc(CO)cc2)C1 was read as Mtb UGM inh 2.3, CCHFV vOTU inh -6, FadD28 FP inh 0.5, BoNT F protease -8, Mtb BioA inh 0.1, PrPC TRFRET 2, BoNT-A LC inh2 -0.3, GDH-TPI inh 1 and Mtb FBA inh 4.
For O=Cc1c(OCc2ccccc2)ccc2ccccc12 the results were Mtb UGM inh 0.3, CCHFV vOTU inh -5, FadD28 FP inh -1.5, BoNT F protease 0, Mtb BioA inh 4.9, PrPC TRFRET 6, BoNT-A LC inh2 1.8, GDH-TPI inh 1 and Mtb FBA inh -5.
For Cc1ccccc1-n1c(SCC(=O)N2CCOCC2)nc(O)c(Cc2ccccc2)c1=O the results were Mtb UGM inh 1.4, CCHFV vOTU inh 14, FadD28 FP inh -1.2, BoNT F protease 2, Mtb BioA inh -0.8, PrPC TRFRET 2, BoNT-A LC inh2 -2.2, GDH-TPI inh 10 and Mtb FBA inh 4.
`C=CCOC(=O)C1C(=O)CC(C)(O)C(C(=O)OCC=C)C1c1ccc(OC)cc1` (configuration not stated) gave Mtb UGM inh -0.2, CCHFV vOTU inh 6, FadD28 FP inh -2.9, BoNT F protease 3, PrPC TRFRET -5, BoNT-A LC inh2 0.2, GDH-TPI inh -1 and Mtb FBA inh -3.
`CCN(CC(=O)Nc1ccc2c(c1)OCCO2)C(=O)/C=C/c1cccc(C(F)(F)F)c1` gave Mtb UGM inh -0.3, CCHFV vOTU inh 26, FadD28 FP inh -3.9, BoNT F protease 1, Mtb BioA inh -1.1, PrPC TRFRET -5, BoNT-A LC inh2 0.9, GDH-TPI inh -4 and Mtb FBA inh 0.

Screening results (PubChem BioAssay)
